Screening results as filed in PubChem BioAssay.
GPT2 inh: inhibitors of human GPT2 alanine aminotransferase. Recombinant GPT2, coupled pyruvate oxidase/HRP Amplex Red fluorescence. Q8TD30. AID 1671188. 0.25% of 100,000 active. Potency, µM (highest dose often 57.7 µM), without a hit: top-dose activity change, negative = inhibition, most hits filed as inhibitors; further: potency means the concentration at half of the fitted maximal effect; nearly all actives have a fitted effect of over 60% in size; many of its hits are not listed in these tables
Target sequence (Q8TD30 whole entry, looked up): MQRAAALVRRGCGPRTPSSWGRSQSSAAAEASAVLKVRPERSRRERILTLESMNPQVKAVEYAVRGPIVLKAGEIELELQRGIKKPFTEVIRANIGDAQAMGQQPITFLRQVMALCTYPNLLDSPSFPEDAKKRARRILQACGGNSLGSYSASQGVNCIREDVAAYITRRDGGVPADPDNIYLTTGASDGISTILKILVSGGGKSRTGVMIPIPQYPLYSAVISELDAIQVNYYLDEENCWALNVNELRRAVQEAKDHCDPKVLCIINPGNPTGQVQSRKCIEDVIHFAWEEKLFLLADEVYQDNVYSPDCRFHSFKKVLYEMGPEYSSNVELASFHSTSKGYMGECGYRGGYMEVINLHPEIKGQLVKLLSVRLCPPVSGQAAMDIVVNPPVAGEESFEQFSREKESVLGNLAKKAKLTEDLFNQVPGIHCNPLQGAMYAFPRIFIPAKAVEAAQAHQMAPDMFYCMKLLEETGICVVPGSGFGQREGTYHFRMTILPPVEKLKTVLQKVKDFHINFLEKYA
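Fluorescence read-out: pyruvate from GPT2 turnover coupled to pyruvate oxidase, HRP and Amplex Red (0.2mM ThPP, 0.2U/mL PO and HRP, 50uM Amplex final). Substrates 250uM a-KG, 2mM L-alanine; enzyme 10ng/uL; 30 min RT.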
SNCA viab count: reduces viability of HEK-293 SNCA reporter cells; AID 1671193; Potency, µM (doses to about 57.1 µM), for the others: at the top dose activity change, negative = cytotoxicity, usual class: cytotoxic; 0.12% of 150,000 active; HEK-293-SNCA-luc viability, GF-AFC fluorescence, 24 h;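 further: potency means the concentration at half of the fitted maximal effect; 0% = DMSO-treated cells and -100% = medium-only wells without cells; nearly all actives have a fitted effect of over 30% in size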
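Cytotoxicity counterscreen: after 24 h compound treatment of genome-edited SNCA-luciferase HEK-293 cells, live-cell protease substrate GF-AFC read by fluorescence after 30 min; activity scaled between DMSO (0%) and medium-only (-100%), curves Hill-fitted.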
HEK cytotox: cytotoxic compounds in HEK 293 cells | HEK 293 viability, ATP luminescence (CellTiter-Glo), 48-72 h | 6.6% of 94,000 active | Potency, µM (series often up to 115 µM), for the others: top-dose activity change, negative = cytotoxicity, most hits filed as inhibitors; further: potency means the concentration at half of the fitted maximal effect; nearly all actives have a fitted effect of over 60% in size
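ATP-coupled CellTiter-Glo luminescence served as viability read-out, recorded 10 min after reagent addition at room temperature. HEK 293 cells, 250 cells/well, had been incubated with pintool-transferred compound for 48 or 72 hr at 37 degree Celsius.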
Luciferase inh: inhibitors of firefly (Photinus pyralis) luciferase | P08659 | purified P. pyralis luciferase, luminescence, biochemical | Potency, µM (series often up to 115 µM), inactives show at the highest dose activity change, negative = inhibition, usual class: inhibitors | 2.5% of 76,000 active | AID 1347043; further: potency means the concentration at half of the fitted maximal effect; nearly all actives have a fitted effect of over 65% in size
Target sequence (P08659 whole entry, looked up): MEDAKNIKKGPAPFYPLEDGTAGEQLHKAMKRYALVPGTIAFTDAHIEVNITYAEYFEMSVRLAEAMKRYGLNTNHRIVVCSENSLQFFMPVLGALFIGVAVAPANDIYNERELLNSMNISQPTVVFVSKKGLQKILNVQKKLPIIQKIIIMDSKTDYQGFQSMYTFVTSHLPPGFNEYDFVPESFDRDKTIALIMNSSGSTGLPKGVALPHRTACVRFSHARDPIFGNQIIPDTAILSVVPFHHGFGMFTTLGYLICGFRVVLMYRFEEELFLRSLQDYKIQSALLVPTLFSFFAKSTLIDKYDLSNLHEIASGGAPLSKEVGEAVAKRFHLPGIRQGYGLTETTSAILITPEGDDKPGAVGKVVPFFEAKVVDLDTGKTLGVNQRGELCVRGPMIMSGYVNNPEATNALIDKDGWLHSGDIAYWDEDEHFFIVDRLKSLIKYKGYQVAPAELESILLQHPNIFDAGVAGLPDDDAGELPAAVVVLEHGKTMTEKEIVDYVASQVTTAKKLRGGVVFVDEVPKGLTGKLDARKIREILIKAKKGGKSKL
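Luminescence read by CCD imaging after purified firefly luciferase (10nM final) was added to substrate buffer holding 10uM D-luciferin and 10uM ATP, pH 7.5, pre-dosed with compound.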
SNCA expr inhib: inhibitors of alpha-synuclein (SNCA) gene expression; 0.17% of 140,000 active; Potency, µM (doses to about 57.2 µM), for inactives: top-dose activity change, negative = inhibition, most hits filed as inhibitors; HEK-293 SNCA-luciferase knock-in, luminescence, 24 h;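 further: potency means the concentration at half of the fitted maximal effect; plate controls were DMSO cells for no effect and cell-free wells for full effect; nearly all actives have a fitted effect of over 45% in size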
3T3 cytotox: NIH 3T3 cell cytotoxicity | NIH 3T3 viability, CellTiter-Glo ATP luminescence, 48-72 h | Potency, µM (highest dose often 96.7 µM), for the others: at the top dose activity change, negative = cytotoxicity, actives largely listed as inhibitors | 4.3% of 94,000 active | AID 1345082; further: potency means the concentration at half of the fitted maximal effect; nearly all actives have a fitted effect of over 55% in size
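NIH 3T3 cells at 400 cells/well received 23 nL of compound by pintool and were incubated 48 or 72 h at 37 °C. Viability was read as ATP-coupled CellTiter-Glo luminescence.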
IP6K1 inh: IP6K1 kinase inhibition; Q92551; IP6K1 kinase, ADP-Glo luminescence, 2 h; active compounds read low; activity change, % (series mostly up to about 58 µM); 0.81% of 140,000 active; AID 1645851; in the data active means activity change below about -25%
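ADP-Glo luminescence measures ADP made by human IP6K1 during a 2 h RT reaction with ATP/IP6 (mix at 1.3 mM/130 uM); top library doses 57.5 and 19.1 uM final.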
Numbers without * were called inactive; i = inactive; u = inconclusive; x = no result given; & = joins results of further samples; [ ] = dose if it differs, or a comment. Unless noted, the call rests on the fitted dose curve; in most records, active means well fitted curve in the direction sought with a large enough effect; inconclusive means small, poorly fitted or top-dose-only effect, or another doubt; inactive means no such curve, though single readings can be large; an effect the other way counts as inactive or inconclusive. Unless noted, on the % scale 0 is the no-effect control and ±100 the full control effect. Some of the compounds tested; count on the stated rates, not on these rows.

SMILES	GPT2 inh	SNCA viab count	HEK cytotox	Luciferase inh	SNCA expr inhib	3T3 cytotox	IP6K1 inh
O=C1N[C@@H]2CCN(S(=O)(=O)c3ccc4ccccc4c3)[C@@H]2C(=O)N1c1ccc(F)cc1	i	3%	i	13%	2%	i	-14
O=C1N[C@H](CC(=O)N2CCN(c3ccccn3)CC2)C(=O)Nc2ccccc21	i	10%	3%	6%	-11%	i	-2
CCc1noc(-c2cccn3c(CNC(=O)c4cc(C)cc(C)c4)nnc23)n1	i	14%	-5%	-1%	-6%	2%	-1
O=C(Cn1nc2c(cc1=O)CCCC2)NCc1ccccc1Cl	x	-4%	x	x	89%[activator]	x	14
COc1ccc2c(c1)CN(CC=C(C)C)C(=O)CCN2CC(O)COc1ccccc1 (configuration not stated)	x	x	79µM*	x	x	u	-14
CC(=O)Nc1cccc(-c2nccc3c(=O)cc(N4CCOCC4)oc23)c1	4%[88.5 µM]	-7%[87.6 µM]	-31%[172 µM]	-17%[172 µM]	9%[87.6 µM]	u	5
O=C(NC1CCCCCC1)c1cn2cc(-c3ccc(F)cc3)sc2n1	-4%	3%	-30%	x	-3%	u	25
CSc1nnc2c(n1)OC(c1cccc(O)c1Cl)Nc1ccccc1-2 (configuration not stated)	x	2%	x	x	-3%	x	-1
O=C(NC1CC1)c1cc(-c2ccccc2C(F)(F)F)nc2onc(C3CCCN3)c12 (configuration not stated)	-2%	3%	-24%	x	4%	-17%	8
CC(C)CN1C(=O)C(CC(=O)N2CCOCC2)Sc2ncccc21 (configuration not stated)	i	0%	13%	-4%	15%	-7%	4
CC[C@@H](Nc1ncnc2c1CN(C1CCCNCC1)C(=O)CN2C)c1ccccc1 (some centres not stated)	-2%	2%	i	x	-10%	4%	-15
CC1CCN(S(=O)(=O)c2ccc3c(ccc(=O)n3CC(=O)NCc3ccc(Cl)cc3)c2)CC1	x	-7%	x	x	-7%	x	-13
Cc1ccc(C(=O)Nc2ccc3c(c2)N(C)C(=O)c2ccccc2S3)cc1F	x	-23%	x	x	u	x	15
O=C(C[C@@H]1C[C@H]2O[C@H](CNC3CCC(F)(F)CC3)[C@@H](O)[C@H]2O1)N1CCOCC1	-34%[88.5 µM]	3%[87.6 µM]	i	3%[172 µM]	7%[87.6 µM]	-8%[174 µM]	-4
O=C1Cc2c(-c3ccccc3Cl)n[nH]c2CN1Cc1ccccc1F	4%[88.5 µM]	0%[87.6 µM]	u	-19%[172 µM]	10%[87.6 µM]	u	-4
COC[C@@H]1CN(Cc2cnn(C(C)C)c2)C[C@H]1c1nc(C2CC2)no1	-4%	-1%	1%	-1%	9%	-3%	-15
CCc1noc(-c2cccn3c(CNC(=O)C4CCCCC4)nnc23)n1	i	-1%	1%	1%	-11%	4%	7
Cc1ccc(C)c(NC(=O)N(C)CC2CCOC2)c1 (configuration not stated)	i	2%	2%	-6%	u	i	16
CC1Oc2ccc(NC(=O)c3cccc(F)c3)cc2CN(Cc2ccc3c(c2)OCO3)C1=O (configuration not stated)	i	2%	40µM*	2%	14%	u	-2
CCCCNC(=O)C1CCC(CNS(=O)(=O)c2ccc(NC(C)=O)cc2)CC1 (configuration not stated)	x	1%	x	x	11%	x	2

Part of the list above, in markdown:
| SMILES | GPT2 inh | SNCA viab count | HEK cytotox | Luciferase inh | SNCA expr inhib | 3T3 cytotox | IP6K1 inh |
| --- | --- | --- | --- | --- | --- | --- | --- |
| CC(=O)Nc1cccc(-c2nccc3c(=O)cc(N4CCOCC4)oc23)c1 | 4%[88.5 µM] | -7%[87.6 µM] | -31%[172 µM] | -17%[172 µM] | 9%[87.6 µM] | u | 5 |
| O=C(NC1CCCCCC1)c1cn2cc(-c3ccc(F)cc3)sc2n1 | -4% | 3% | -30% | x | -3% | u | 25 |
| CSc1nnc2c(n1)OC(c1cccc(O)c1Cl)Nc1ccccc1-2 (configuration not stated) | x | 2% | x | x | -3% | x | -1 |
| O=C(NC1CC1)c1cc(-c2ccccc2C(F)(F)F)nc2onc(C3CCCN3)c12 (configuration not stated) | -2% | 3% | -24% | x | 4% | -17% | 8 |

The list continues:
SMILES	GPT2 inh	SNCA viab count	HEK cytotox	Luciferase inh	SNCA expr inhib	3T3 cytotox	IP6K1 inh
Cc1ncc2n1C(=O)N(C1CCN(Cc3ccc(N(C)C)cc3)CC1)C2	1%&1%	1%&-6%	u	0%&8%	-4%&-5%	-27%&-17%	7&4
CCOc1ccc(CN2CCN(C3CCN(C(C)C)CC3)CC2CCO)cc1 (configuration not stated)	-3%	9%	-8%	-7%	20%	-1%	-6
COc1ccc(CNC(=O)N2CC[C@@](O)(C3CCC3)[C@H](C)C2)cc1	i	-1%	-3%	-1%	35%[activator]	-13%	13
Cc1noc(C2CCCCCN2C(=O)COc2ccccc2)n1 (configuration not stated)	i	-5%	-20%	x	23%	-22%	13
C=CCNC(=O)c1cn2c(n1)CN(C(C)=O)CC2	3%[88.5 µM]	3%[87.6 µM]	-8%[230 µM]	x	8%[87.6 µM]	-7%[174 µM]	12
COc1ccc(-c2cc(N3CCN(C(=O)Cc4c(F)cccc4Cl)CC3)n[nH]2)cc1	i	-1%	0%	-1%	-1%	2%	7
O=C(NCc1ccccc1Cl)c1ccc2c(c1)ncn2-c1cccc(F)c1	x	10%	x	x	13%	x	18
CCn1c(CN(C)C)nnc1C1CCN(C(=O)c2ccn(C(F)F)n2)CC1	i	-7%	i	2%	-4%	5%	11
CCN(C(=O)Cn1c(=O)n(Cc2ccccc2)c(=O)c2c1c1cc(OC)ccc1n2C)c1ccccc1	x	11%	x	x	-7%	x	5
COc1cccc(CC(=O)N2CCCn3nc(C)c(-c4ccnn4C(C)C)c32)c1	-2%[88.5 µM]	-13%[87.6 µM]	-16%[172 µM]	0%[172 µM]	-17%[87.6 µM]	u	22
O=c1c2c(-c3ccccc3)ccnc2[nH]n1-c1ccccc1	x	-13%	x	x	128%[activator]	x	2
COc1ccc(NC(=O)C2CC(=O)N(c3n[nH]c4ccccc34)C2)c(OC)c1 (configuration not stated)	i	2%	-29%	4%	10%	2%	11
Cc1ccccc1N1Cc2c(NC3CCCCC3)ncnc2N(C)CC1=O	i	5%	-22%	-2%	51%[activator]	-17%	-4
COc1ccc(NC(=O)Cn2c(=O)n(-c3ccccc3)c(=O)c3c4c(sc32)CCCC4)c(OC)c1	x	u	x	x	3%	x	-4
Cc1cc(C)cc(C(=O)N2[C@@H]3CC[C@H]2CC(NC(=O)c2ccc(F)cc2)C3)c1 (some centres not stated)	i	-7%	u	x	19%	-17%	7
CC(C)c1ccc(CN2C[C@@H]3C(=O)N(Cc4ccc5c(c4)OCO5)C(=O)[C@@H]3C2)cc1	i	2%	u	9%	-5%	u	-7
NC(=O)c1cccnc1N1CCN(CC2(O)CNCCOC2)CC1 (configuration not stated)	-3%	0%	5%	-14%	u	-2%	19
Cn1cc(C(=O)N2CCC3(CC2)CN(Cc2ccccc2)CC3CO)cn1 (configuration not stated)	i	5%[12.5 µM]	0%	0%	-21%	1%	1
CCC(C)(C)c1ccc2c(C(=O)N3C[C@H](N)C[C@H]3C(=O)NC)csc2c1	i	-11%	u	2%	26%	u	-3
C[C@H]1CC[C@@]2(OC1)O[C@H]1CC3C4CC[C@H]5C[C@@H](O)CC[C@]5(C)C4CC(=O)[C@]3(C)[C@H]1[C@@H]2C (some centres not stated)	0%[27.3 µM]	10%[23.9 µM]	x	x	x	x	5
CC(=O)N1CCN(c2csc3ccc(Br)cc3c2=O)CC1	x	4%	x	x	26%	x	-15
CSc1nc(-c2ccc(F)cc2)nc2c1Cc1c(CO)cnc(C)c1O2	x	4%	x	x	21%	x	5
CC(=O)N1CC2(CCCN(Cc3cccnc3)C2)Cc2ccccc21 (configuration not stated)	i	-4%	u	x	6%	-27%	-3
Cc1ccccc1CN1C(=O)c2ccccc2Sc2ccc(C(=O)NCc3ccccc3)cc21	x	-12%	x	x	-19%	x	-19
O=C(NCc1nnc2ccc(-c3ccccc3)nn12)C1CCCCC1	-20%	-8%	-12%	-6%	42%[activator]	-15%	8
CC1(C(=O)NCc2cnccn2)CCCc2cnc(Nc3ccccc3F)nc21 (configuration not stated)	-17%[88.5 µM]	-18%[87.6 µM]	u	-21%[172 µM]	-21%[87.6 µM]	u	0
COC(=O)CNC(=O)c1nc(C(C)(C)C)c2cnccn12	i	3%[87.6 µM]	2%[172 µM]	x	4%[87.6 µM]	-11%[138 µM]	-6
COc1cccc(CNCc2c(C(=O)O)n(Cc3ccc(C)cc3)c3cc(C)ccc23)c1OC	x	-10%	x	x	-21%	x	35
COCC(=O)N1CCC2(CC1)SCC(=O)N2c1ccc(Cl)cc1	i	7%	-5%	-5%	34%[activator]	-15%	-8
Cc1noc(C)c1CC(=O)N1CCC2(CC1)CN([S+](C)(=O)[O-])Cc1ccccc1O2	i	13%	-2%	x	-26%	-10%	21
CNC(=O)[C@@H]1C[C@H](Oc2cccnc2)CN1C(=O)c1n[nH]c2ccccc12	i	-4%	i	-1%	-26%	-3%	6
Cc1cccc(C)c1OC1CN(c2cc(C3CC(O)C3)nc(N)n2)C1 (configuration not stated)	4%	-2%	35µM*	-6%	-4%	-21%	2
COc1cccc(/C=C/c2nc(C#N)c(N3CCCCC3)o2)c1	x	u	x	x	-7%	x	8
CC(C)CN(CCNC(=O)c1cc(=O)[nH]c2ccc(S(=O)(=O)N3CCCCCC3)cc12)CC(C)C	x	-12%	x	x	8%	x	9
COc1ccc(-n2ncc(C(=O)Nc3ccc4c(c3)OCCO4)c2C2CCN(C(=O)OC(C)(C)C)CC2)cc1	x	-21%	x	x	u	x	-20
CCCS(=O)(=O)NCC1Cn2cccc2C(=O)N1Cc1ccccc1 (configuration not stated)	-4%	0%	-3%	-8%	23%	u	-12
CN1CCN(C(=O)c2nc3sccn3c2-c2cccc(C(F)(F)F)c2)CC1	i	5%	-8%	x	4%	-22%	23
Cc1cccc(-c2nn3c(=O)cc(CN4CCN(S(=O)(=O)c5ccc(Cl)cc5)CC4)nc3s2)c1	x	5%	x	x	-13%	x	9
Cc1noc(C)c1CCC(=O)N1CCC(C2CCN(S(C)(=O)=O)CC2)C1 (configuration not stated)	5%	-2%[12.5 µM]	i	1%	31%[activator]	-7%	7
CN1CCC2(CCN3CCc4c(oc5ccccc45)C3C2)N(C)C1=O (configuration not stated)	i	3%	x	x	9%	x	x
CCOC(=O)c1cc(S(=O)(=O)N2CCN(c3ccc(OC)cc3)CC2)[nH]n1	x	5%	x	x	22%	x	-6
O=C(CN1C(=O)CCC1=O)N1CCC(CCOc2ccccc2F)C1 (configuration not stated)	-9%	7%	45µM*	-8%	-19%	-28%	16
Cc1cccc(NC(=O)Cn2nc3n(c2=O)CCCC3)c1	i	1%	-4%	8%	-4%	i	-5
